ABCB1 inh – inhibitors of human ABCB1 transporter, ABCG2 counter-screen; P08183; CCRF-Adr cells, JC-1 efflux, flow cytometry; inhibition, % at 6.6 µM; actives 0.067% (n = 190,000); AID 1326; in the data active = inhibition above about 40%;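 note: 0% = vehicle and 100% = reference inhibitor; higher value means more JC-1 retained so stronger ABCB1 efflux block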
Bim-Bfl-1 – human Bim-Bfl-1 interaction inhibition | Bead-based flow cytometry, Bim-Bfl-1 binding inhibition | inhibition, % at 10 µM | Q16548 | actives 0.12% (n = 190,000);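 note: 0% = wells without compound plus tracer and 100% = blocker peptide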
RGS7-Gao reg – modulates binding of RGS7 to human Galphao; AID 1439; P09471; binding response (% of control), % at 10 µM; actives 0.35% (n = 220,000); Multiplexed bead flow cytometry; actives lie on both sides; in the data active = binding response below about 49% or above about 150%; inconclusive = no clear call, values can overlap the other calls; inactive = in between;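 note: fluorescent Galphao held in activated GDP-AlF4 state binding bead-coupled RGS7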
Bcl-W Bim block – inhibitors of Bim-Bcl-W interaction, human; Q92843; bead-based flow cytometry, Bim peptide-Bcl-W binding; inhibition, % at 10 µM; AID 952; actives 0.02% (n = 190,000);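 note: 0% = bound tracer without compound and 100% = peptide blocker; higher means less fluorescent Bim peptide bound to Bcl-W beads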
ABCG2 block – inhibitors of human ABCG2 transporter, ABCB1 counter-screen. actives 0.1% (n = 190,000). inhibition, % at 6.6 µM. AID 1325. IgMXP3 cells, JC-1 efflux, flow cytometry;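 active = inhibition above 80%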;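 note: 0% = DMSO and 100% = nicardipine control wells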
Target sequence (Q9UNQ0 whole entry, looked up): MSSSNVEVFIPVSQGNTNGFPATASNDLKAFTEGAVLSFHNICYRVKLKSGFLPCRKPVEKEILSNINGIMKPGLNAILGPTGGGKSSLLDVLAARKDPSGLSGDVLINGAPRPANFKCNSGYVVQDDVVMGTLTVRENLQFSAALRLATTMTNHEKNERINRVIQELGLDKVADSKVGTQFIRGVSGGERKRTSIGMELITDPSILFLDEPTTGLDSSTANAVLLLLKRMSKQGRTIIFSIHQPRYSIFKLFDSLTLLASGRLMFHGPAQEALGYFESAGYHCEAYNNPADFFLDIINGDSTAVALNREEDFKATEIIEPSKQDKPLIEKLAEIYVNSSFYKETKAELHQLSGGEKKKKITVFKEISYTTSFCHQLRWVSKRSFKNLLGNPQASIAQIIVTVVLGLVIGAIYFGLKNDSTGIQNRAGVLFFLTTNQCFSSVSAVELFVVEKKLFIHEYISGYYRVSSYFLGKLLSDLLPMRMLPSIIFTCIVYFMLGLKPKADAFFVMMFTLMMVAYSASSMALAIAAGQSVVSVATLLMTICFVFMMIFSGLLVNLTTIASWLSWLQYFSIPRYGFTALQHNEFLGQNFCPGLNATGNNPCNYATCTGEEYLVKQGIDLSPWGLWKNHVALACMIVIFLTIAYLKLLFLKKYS
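System: two drug-resistant human cell lines, ABCG2 and ABCB1; controls: nicardipine high and DMSO low controls; times: 10 min exposure at 25 °C with rotation, no wash; detection: flow cytometry of retained JC-1 fluorescence; read-out basis: percent efflux inhibition, scaled nicardipine 100% to DMSO 0%; doses: one concentration, 6.6 µM final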
Bim-Bcl-B – inhibitors of Bim-Bcl-B interaction, human; Q9HD36; bead-based flow cytometry, Bim peptide-Bcl-B binding; inhibition, % at 10 µM; actives 0.073% (n = 190,000);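 note: 0% = tracer peptide without compound and 100% = reference inhibitor peptide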
GSH fluor – compound fluoresces at 488/530 nm on GSH beads. GSH beads flow cytometry, compound fluorescence 488/530 nm; stronger effect = higher value. fluorescence (KMESF) at 10 µM. actives 0.25% (n = 190,000). AID 1776; in the data active = fluorescence above about 89;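 note: glutathione beads carrying GST-tagged Bcl family fusion proteins plus one bare bead set; values are compound well signal with DMSO vehicle wells as background; inactives centre near 16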
Avidin bead fluor – avidin bead compound fluorescence profile. actives 0.38% (n = 220,000). Avidin beads, compound fluorescence 488/530 nm, flow cytometry; stronger effect = higher value. fluorescence (KMESF) at 10 µM. AID 1775; in the data active = fluorescence above about 47; note: inactives centre near 10
Bcl-XL Bim block – inhibitors of Bim-Bcl-XL interaction, human; inhibition, % at 10 µM; Q07817; Bim peptide-Bcl-XL binding, bead flow cytometry, fluorescence; actives 0.04% (n = 190,000)
Bim-Bcl-2 – disrupts Bim peptide binding to human Bcl-2; P10415; Bead-based flow cytometry, Bim peptide-Bcl-2 binding; inhibition, % at 10 µM; actives 0.06% (n = 190,000); in the data active = inhibition above about 40%; inconclusive = no clear call, values can overlap the other calls;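 note: 0% = no compound wells with probe peptide and 100% = reference peptide inhibitor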
Target sequence (P10415 whole entry, looked up): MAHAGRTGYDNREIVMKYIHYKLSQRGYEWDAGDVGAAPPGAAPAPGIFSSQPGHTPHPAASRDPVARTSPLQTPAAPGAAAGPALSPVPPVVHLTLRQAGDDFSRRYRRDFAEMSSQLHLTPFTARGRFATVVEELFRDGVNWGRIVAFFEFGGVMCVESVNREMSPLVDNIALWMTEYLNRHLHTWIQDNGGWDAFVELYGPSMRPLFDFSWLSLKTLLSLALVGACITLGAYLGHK
RGS4-Gao reg – human RGS4-Galphao interaction regulation; P09471; binding response (% of control), % at 10 µM; actives 0.33% (n = 220,000); Multiplexed bead flow cytometry, RGS4-Galphao binding; actives lie on both sides; in the data active = binding response below about 49% or above about 150%; inactive = in between;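 note: fluorescent Galphao activated with aluminum fluoride binding bead-coupled RGS4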
The depositor's hits bear a star; u = inconclusive. Cut-off read from the data, not from the text of the source, unless noted: active = inhibition above about 40%.

nr	SMILES	ABCB1 inh	Bim-Bfl-1	RGS7-Gao reg	Bcl-W Bim block	ABCG2 block	Bim-Bcl-B
1	COc1ccc2nc(SCC(C)=O)c(C#N)cc2c1	-1.1	6	106	2	-8	1
2	CCOC(=O)c1ccc(N2CC(O)=C(c3nc4ccccc4c(=O)[nH]3)C2=N)cc1	0.1	-1	102	-2	0	0
3	C=CCOc1ccc(/C=N/n2cncn2)cc1OC	0.3	-14	105	4	4	-8
4	CCC(=O)Nc1ccc(-c2nnc(-c3ccccc3)o2)cc1	0.7	-2	95	0	29	1
5	COc1ccc(-c2nnn(CC(=O)N(CC(=O)NCCC(C)C)Cc3cccs3)n2)cc1OC	1.5	-2	102	-1	4	-6
6	CN(CC(=O)N1CCc2[nH]c3ccc(F)cc3c2C1)CC1OCCO1	-0.6	-16	103	-1	23	-12
7	Cc1c(NC(=O)C(Sc2ccccc2)c2ccccc2)cccc1[N+](=O)[O-] (stereo unspecified)	0.4	-2	90	0	2	-2
8	Cn1nc(C(=O)NC2CCCCC2)c2ccccc2c1=O	0.1	-12	102	2	3	-5

nr	GSH fluor	Avidin bead fluor	Bcl-XL Bim block	Bim-Bcl-2	RGS4-Gao reg
1	10	11	5	2	105
2	21	16	0	-1	100
3	16	9	1	-7	103
4	35	8	0	-3	98
5	5	19	-5	-6	102
6	35	14	-8	-13	104
7	9	30	0	-5	89
8	14	10	-3	-11	104

Further records follow.
nr	SMILES	ABCB1 inh	Bim-Bfl-1	RGS7-Gao reg	Bcl-W Bim block	ABCG2 block	Bim-Bcl-B
9	CC(C)CCNC(=O)CN(CC1CCCO1)C(=O)CCC(=O)Nc1nccs1 (stereo unspecified)	0.0	-2	99	-3	0	-1
10	COC(=O)CC(c1ccc(C#N)cc1)n1c(C)ccc1C (stereo unspecified)	2.7	-3	98	4	9	0
11	CCCC(C(=O)NCc1ccco1)N(C(=O)CNS(=O)(=O)c1ccccc1)C1CCCC1 (stereo unspecified)	0.1	-1	92	0	0	0
12	COc1cccc(C2/C(=C(\O)c3ccc(OC)c(OC)c3)C(=O)C(=O)N2c2cc(C)on2)c1 (stereo unspecified)	1.1	-13	129	0	3	-9
13	COc1cc(NS(=O)(=O)c2ccc(N/C=C\C(=O)c3ccc(F)cc3)cc2)nc(OC)n1	0.5	22	103	13	17	16
14	Cc1cc(-c2ccccc2)[nH]c(=O)c1C#N	0.0	-6	103	-1	3	-2
15	COC(=O)/C=C1\S/C(=N/N=C/c2ccccc2)NC1=O	0.2	-13	103	-6	2	-3
16	C#CCOCCOCCOCCNc1nc(N2CCN(C(=O)[C@H](C(C)C)n3cc(CCO)nn3)CC2)nc(N2CCN(C(=O)[C@H](C(C)C)n3cc(CCO)nn3)CC2)n1	1.4	-1	102	-2	8	-1

nr	GSH fluor	Avidin bead fluor	Bcl-XL Bim block	Bim-Bcl-2	RGS4-Gao reg
9	62	8	0	1	99
10	10	10	1	-1	102
11	16	34	-3	-2	97
12	24	36	3	-11	105
13	5	16	18	19	100
14	13	13	1	-2	101
15	22	15	-12	-7	102
16	17	9	-4	-3	98

Additional structures.
nr	SMILES	ABCB1 inh	Bim-Bfl-1	RGS7-Gao reg	Bcl-W Bim block	ABCG2 block	Bim-Bcl-B
17	CCN1/C(=C2\SC(=S)N(Cc3ccccc3)C2=O)Sc2ccccc21	-0.9	-4	98	-7	-4	-24
18	Cn1c(SCC(=O)N2CCCC2)nc2ccccc2c1=O	0.9	-5	101	-5	2	-4
19	CC(C)OCCCNC(=O)c1ccc(NS(C)(=O)=O)cc1	0.2	-11	98	3	6	-5
20	N#Cc1c(NC(=O)c2cnccn2)sc2c1CCCC2	-0.7	18	70	13	-5	19
21	Cc1ccn2cc(C(=O)Nc3ccc4c(c3)OCCO4)nc2c1	0.2	-3	99	-4	1	-6
22	CC(=O)Nc1ccc(Nc2ncnc3c2cnn3-c2cccc(C)c2)cc1	0.2	0	97	-2	1	-2
23	O=C1CN(C(=O)CN2CCCC2)C(c2ccccc2)c2cc(Br)ccc2N1 (stereo unspecified)	0.6	-13	103	0	1	-8
24	Brc1ccc(Nc2nc3ccccc3n3nnnc23)cc1	0.3	-8	95	-1	0	-7

nr	GSH fluor	Avidin bead fluor	Bcl-XL Bim block	Bim-Bcl-2	RGS4-Gao reg
17	17	11	-7	5	101
18	41	9	5	-6	95
19	31	17	-4	-9	98
20	4	5	12	17	86
21	13	38	-2	-2	98
22	24	15	-4	-3	97
23	22	10	-8	-6	95
24	23	25	0	-7	92

2 compounds picked at random from those above, as already listed:
nr	SMILES	ABCB1 inh	Bim-Bfl-1	RGS7-Gao reg	Bcl-W Bim block	ABCG2 block	Bim-Bcl-B
20	N#Cc1c(NC(=O)c2cnccn2)sc2c1CCCC2	-0.7	18	70	13	-5	19
24	Brc1ccc(Nc2nc3ccccc3n3nnnc23)cc1	0.3	-8	95	-1	0	-7

nr	GSH fluor	Avidin bead fluor	Bcl-XL Bim block	Bim-Bcl-2	RGS4-Gao reg
20	4	5	12	17	86
24	23	25	0	-7	92

Next structures follow:
nr	SMILES	ABCB1 inh	Bim-Bfl-1	RGS7-Gao reg	Bcl-W Bim block	ABCG2 block	Bim-Bcl-B
25	O=C(Nc1ccc2c(c1)OCO2)c1cccc(Cl)c1	1.0	0	100	-2	9	-4
26	O=C(NCc1ccc2c(c1)OCO2)C12CN(Cc3ccccc3)CC1C(c1cccc([N+](=O)[O-])c1)=NO2 (stereo unspecified)	9.1	4	90	1	26	3
27	CC(C)C(C(=O)Nc1nccs1)N1C(=O)c2ccccc2C1=O (stereo unspecified)	0.6	-6	101	-3	6	-4
28	COc1ccc(/C=C/C(=O)c2ccccc2)cc1COc1ccc(F)cc1	0.2	4	105	0	1	9
29	CCn1ncc(Br)c1C(=O)Nc1ccc(F)cc1F	0.4	-1	92	-6	1	0
30	COc1ccc2c(C)cc(N3CCOCC3)nc2c1	0.3	0	102	2	3	0
31	CCCCN(C(=O)NC(=O)Nc1ccc(C)cn1)S(C)(=O)=O	0.0	0	103	-4	-1	-4
32	CC1(C)CC(=O)C=C(NCCN2CCNCC2)C1	2.2	-13	103	-1	5	-7

nr	GSH fluor	Avidin bead fluor	Bcl-XL Bim block	Bim-Bcl-2	RGS4-Gao reg
25	19	9	0	-1	100
26	29	9	7	-3	88
27	10	11	-5	-4	101
28	11	10	0	10	101
29	22	11	-1	0	93
30	16	27	0	-2	98
31	17	10	-1	2	99
32	34	12	-7	-10	100

(further entries)
nr	SMILES	ABCB1 inh	Bim-Bfl-1	RGS7-Gao reg	Bcl-W Bim block	ABCG2 block	Bim-Bcl-B
33	Cc1cc(C)n2nc(C(=O)N/N=C/c3c4ccccc4cc4ccccc34)nc2n1	-1.6	-7	104	-2	-18	-14
34	O=[N+]([O-])c1ccc(N/N=C2/CCCCC2c2ccccn2)cc1 (stereo unspecified)	3.6	-4	105	0	20	-4
35	O=C(O)CSc1nnc(Cn2c(=O)sc3ccccc32)n1-c1cccc(Cl)c1	0.1	3	85	0	0	-2
36	Cc1ccccc1NC(=O)CCC(=O)OCCCC(F)(F)C(F)(F)F	0.3	-7	97	-3	1	-2
37	O=C(CSc1ncnc2c1oc1ccccc12)Nc1ccc2c(c1)OCCO2	-0.3	0	101	-2	0	-3
38	COc1cc(/C=C/C(=O)OCC(=O)N2CCc3ccccc3C2)ccc1O	36	2	93	-1	30	-6
39	CCOc1ccc(NC(=O)CN(C)CC(=O)NC(C)c2ccccc2)cc1OCC (stereo unspecified)	-0.1	-10	99	-6	1	-4
40	CCOC(=O)c1nnn(-c2nonc2N)c1-c1ccc(F)cc1	0.2	0	90	-16	3	-6

nr	GSH fluor	Avidin bead fluor	Bcl-XL Bim block	Bim-Bcl-2	RGS4-Gao reg
33	10	11	-6	-12	103
34	11	10	-4	-2	103
35	51	2	-2	0	81
36	76	11	-2	-6	104
37	19	7	-5	0	102
38	6	12	-4	1	96
39	57	25	-3	-6	99
40	9	17	-19	-7	91

New compounds follow:
nr	SMILES	ABCB1 inh	Bim-Bfl-1	RGS7-Gao reg	Bcl-W Bim block	ABCG2 block	Bim-Bcl-B
41	Cc1nc2ncnn2c(C)c1C/C=C/c1ccccc1	0.1	-6	u	-2	1	-3
42	Cc1ccc(-c2csc3ncnc(-n4nnc5ccccc54)c23)cc1	0.3	-8	96	-7	8	-11
43	NC(=O)CSc1nnc(CNc2ccc(F)cc2)n1CC1CCCO1 (stereo unspecified)	0.0	-3	100	-3	0	-5
44	CCOC(=O)C1(Cc2ccc(OC)cc2)CCN(C(=O)CC2CCC(=O)N2)CC1 (stereo unspecified)	1.3	-7	100	-2	1	-6
45	Cc1ccc(S(=O)(=O)NCc2ccc(C(=O)NCCN(Cc3ccccc3)C(C)C)cc2)cc1	0.2	-3	102	0	1	-2
46	COc1ccc(C(=O)/C=C2\Sc3ccccc3N2C)cc1	0.1	0	102	0	1	-9
47	O=C(CSc1nnc(-c2cccnc2)n1-c1ccccc1)NCc1ccc2c(c1)OCO2	0.2	-10	99	3	1	-6
48	CC(C)OC(=O)CSc1nc(N)c(C#N)cc1C#N	-0.2	-6	u	-1	19	-4

nr	GSH fluor	Avidin bead fluor	Bcl-XL Bim block	Bim-Bcl-2	RGS4-Gao reg
41	12	11	-4	-3	103
42	12	10	-5	-8	98
43	6	7	-4	0	97
44	11	2	-5	-7	96
45	12	11	-2	0	103
46	20	9	-4	0	102
47	28	5	-1	-1	99
48	17	9	-6	-5	92

Compounds above that have fluorine:
nr	SMILES	ABCB1 inh	Bim-Bfl-1	RGS7-Gao reg	Bcl-W Bim block	ABCG2 block	Bim-Bcl-B
6	CN(CC(=O)N1CCc2[nH]c3ccc(F)cc3c2C1)CC1OCCO1	-0.6	-16	103	-1	23	-12
13	COc1cc(NS(=O)(=O)c2ccc(N/C=C\C(=O)c3ccc(F)cc3)cc2)nc(OC)n1	0.5	22	103	13	17	16
28	COc1ccc(/C=C/C(=O)c2ccccc2)cc1COc1ccc(F)cc1	0.2	4	105	0	1	9
29	CCn1ncc(Br)c1C(=O)Nc1ccc(F)cc1F	0.4	-1	92	-6	1	0
36	Cc1ccccc1NC(=O)CCC(=O)OCCCC(F)(F)C(F)(F)F	0.3	-7	97	-3	1	-2
40	CCOC(=O)c1nnn(-c2nonc2N)c1-c1ccc(F)cc1	0.2	0	90	-16	3	-6
43	NC(=O)CSc1nnc(CNc2ccc(F)cc2)n1CC1CCCO1 (stereo unspecified)	0.0	-3	100	-3	0	-5

nr	GSH fluor	Avidin bead fluor	Bcl-XL Bim block	Bim-Bcl-2	RGS4-Gao reg
6	35	14	-8	-13	104
13	5	16	18	19	100
28	11	10	0	10	101
29	22	11	-1	0	93
36	76	11	-2	-6	104
40	9	17	-19	-7	91
43	6	7	-4	0	97

Outcome played no part in choosing rows. Share with any hit: about 1.3%.
